RGS4 act: potentiators or activators of RGS4. HEK293 M3R/inducible RGS4, carbachol calcium flux Fluo4; active compounds read low. AID 463111. B-score at 10 µM. 310,000 tested, 0.92% active;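 active = B-score of the integrated calcium signal more than 4 SD below the library mean, with starting fluorescence not abnormally high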;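 note: negative B-score means reduced calcium response which marks RGS4 activation or potentiation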
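Reagent: ECmax carbachol challenge; Test system: M3R-expressing HEK293 line, RGS4 induced by doxycycline; Schedule: overnight RGS4 induction, 30 min dye load 37 °C, 20 min compound RT; Detection: calcium dye Fluo4 fluorescence; Read-out: Agonist-evoked peak-minus-minimum fluorescence over baseline, integrated ratio, B score.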
MrgX1 antagonist: antagonists of human MrgX1 receptor | Q96LB2 | MRGX1-HEK293 calcium flux, Fluo-4, BAM8-22 antagonism; active compounds read low | B-score at 10 µM | 310,000 tested, 1.3% active;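 active = calcium-response B-score plate-corrected more than 3 library SD below zero, starting fluorescence within 5 deviations, no agonist response on first addition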;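 note: peak minus trough fluorescence over baseline after final BAM8-22 challenge near maximal dose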
Target sequence (Q96LB2 whole entry, looked up): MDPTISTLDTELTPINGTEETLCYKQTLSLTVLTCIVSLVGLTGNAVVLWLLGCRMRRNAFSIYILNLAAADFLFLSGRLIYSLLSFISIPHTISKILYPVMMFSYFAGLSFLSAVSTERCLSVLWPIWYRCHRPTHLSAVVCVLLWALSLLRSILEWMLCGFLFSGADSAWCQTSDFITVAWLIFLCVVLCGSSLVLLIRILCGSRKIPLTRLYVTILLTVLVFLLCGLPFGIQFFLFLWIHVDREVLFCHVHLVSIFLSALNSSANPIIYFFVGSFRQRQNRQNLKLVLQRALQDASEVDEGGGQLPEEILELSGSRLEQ
TMEM16A inh: blocks the mouse calcium-activated chloride channel TMEM16A; Q8BHY3; HEK293 TMEM16A/YFP iodide influx fluorescence, ionomycin; normalized B-score (activity score, 25-100; higher = stronger inhibition) at 10 µM; 310,000 tested, 1.2% active; AID 588511;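 active = ratio plate-corrected score three or more library SD toward inhibition, starting fluorescence score within five deviations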;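 note: score derived from kinetic fluorescence span divided by baseline fluorescence per well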
SKKanGAS inh: SKKanGAS growth inhibition | AID 1662 | 300,000 tested, 1.3% active | S. pyogenes SKKanGAS, kanamycin growth, BacTiter-Glo, 6 h | inhibition, % at 7.5 µM;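 active = mean replicate score, as percent of positive control median, at least 50; inconclusive = mean below 50 but one replicate at or above 50; inactive = mean and every replicate below 50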;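 note: strain carries kanamycin resistance gene driven by streptokinase promoter and grows in 40 µg/ml kanamycin; loss of luminescence reflects streptokinase promoter inhibition or plain growth inhibition; 0% = median of DMSO wells and 100% = positive control at its reference dose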
TRPC6 activator: mouse TRPC6 channel activation. HEK293-TRPC6 membrane potential dye fluorescence; active compounds read high. AID 2550. Q61143. B-score at 10 µM. 310,000 tested, 0.13% active;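 active = B-score of the integrated fluorescence ratio above library mean plus 3 SD, and starting fluorescence ratio within library mean plus 5 SD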;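 note: higher score means more depolarization so channel activation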
HDAC3 inhib: blocks human histone deacetylase 3 | O15379 | recombinant HDAC3, fluorogenic peptide/trypsin coupled, fluorescence | inhibition, % at 8.3 µM | 320,000 tested, 0.15% active; in the data active = inhibition above about 26%, passing the limit was not always enough; inconclusive = no clear call, values can overlap the other calls
Target sequence (O15379 whole entry, looked up): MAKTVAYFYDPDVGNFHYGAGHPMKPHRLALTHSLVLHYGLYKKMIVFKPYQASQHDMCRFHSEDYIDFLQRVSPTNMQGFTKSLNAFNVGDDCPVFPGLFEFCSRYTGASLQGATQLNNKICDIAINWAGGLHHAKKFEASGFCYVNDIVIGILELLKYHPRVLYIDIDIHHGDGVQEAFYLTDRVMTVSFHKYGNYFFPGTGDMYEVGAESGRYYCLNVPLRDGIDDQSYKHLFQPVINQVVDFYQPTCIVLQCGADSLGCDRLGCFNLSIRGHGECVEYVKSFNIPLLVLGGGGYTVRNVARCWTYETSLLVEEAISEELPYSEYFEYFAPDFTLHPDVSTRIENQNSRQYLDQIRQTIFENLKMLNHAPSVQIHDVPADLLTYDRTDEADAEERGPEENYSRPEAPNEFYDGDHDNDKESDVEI
RGS4 block: inhibitors of human RGS4; HEK293 M3R/RGS4 inducible, Fluo-4 calcium flux; active compounds read high; triggered by carbachol at its EC20; AID 463165; 310,000 tested, 0.45% active; P49798; B-score at 10 µM;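 active = B-score, a plate-corrected calcium signal, over three deviations above library mean, with baseline fluorescence within five deviations of library mean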;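 note: RGS4 expression induced by doxycycline in cells with stable M3 receptor; B-score is computed from the integrated fluorescence ratio over baseline after carbachol; higher B-score means a larger calcium signal and so more RGS4 inhibition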
Target sequence (P49798 whole entry, looked up): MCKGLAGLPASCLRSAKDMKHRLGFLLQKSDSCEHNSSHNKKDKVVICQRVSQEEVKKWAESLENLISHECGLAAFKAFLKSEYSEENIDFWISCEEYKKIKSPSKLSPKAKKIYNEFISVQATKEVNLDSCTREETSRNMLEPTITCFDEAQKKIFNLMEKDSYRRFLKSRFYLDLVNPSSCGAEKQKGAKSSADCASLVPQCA
MrgX1 agonist: human MrgX1 receptor agonism, primary screen; Q96LB2; MrgX1-HEK293 cells, Fluo-4 calcium fluorescence, agonist mode; active compounds read high; B-score at 10 µM; 310,000 tested, 0.44% active;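 active = calcium response B-score plate-corrected fluorescence ratio at least 3 library SD, with starting fluorescence B-score inside 5 SD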
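Material: MrgX1-expressing HEK293 cells / Dosing: compound as first of three additions / Incubation: overnight seeding, then 1 h dark dye loading / Signal: Fluo-4 NW calcium fluorescence / Evaluation: B-scored fluorescence response ratio / Benchmarks: positive and negative control wells on each plate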
MrgX1 PAM: human MrgX1 positive allosteric modulation, primary screen; 310,000 tested, 0.63% active; B-score at 10 µM; Q96LB2; MrgX1-HEK293, Fluo-4 calcium flux, FDSS; active compounds read high;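 active = plate-corrected calcium response at least 3 library SD above typical, normal starting fluorescence, not activating the receptor alone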;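 note: compound read alongside a low EC10 to EC30 dose of BAM8-22 agonist; peak minus trough fluorescence over baseline measured at the second addition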
TRPC6 inhibitor: blocks the mouse TRPC6 cation channel | Q61143 | HEK293-TRPC6, membrane potential dye, ACh-evoked depolarization; active compounds read low | B-score at 10 µM | 310,000 tested, 1.1% active;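 active = B-score under library mean minus 3 SD, initial fluorescence not abnormally high, positive integrated signal ratio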;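 note: B-score derived from integrated fluorescence ratio over the kinetic read; more negative B-score means stronger inhibition of depolarization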
TMEM16A act: activators or potentiators of mouse TMEM16A chloride channel. 340,000 tested, 0.3% active. B-score at 10 µM. HEK293 TMEM16A/YFP-H148Q/I152L, iodide quench fluorescence; active compounds read low;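 active = fluorescence-ratio B-score plate-corrected deviation score at least 3 library SD below zero, with starting fluorescence score within 5 deviations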;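 note: channel opened by trigger with iodide after compound preincubation; score built on the fluorescence ratio of max minus min over baseline; more negative score means more quench and so TMEM16A activation or potentiation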
An asterisk follows results filed as active; i = inactive; u = inconclusive; x = no result given.

SMILES	RGS4 act	MrgX1 antagonist	TMEM16A inh	SKKanGAS inh	TRPC6 activator	HDAC3 inhib	RGS4 block	MrgX1 agonist	MrgX1 PAM	TRPC6 inhibitor	TMEM16A act
Cc1ccccc1-c1n[nH]c(=S)o1	i	i	i	1	i	-6	i	i	i	i	i
CCOC(=O)N1CCN(C(=O)Cn2nc(C)n3nc(-c4ccc(CC)cc4)cc3c2=O)CC1	i	i	i	-5	i	-4	i	i	i	i	i
CC(=O)NC1CC2CCCC(C1)N2CC(=O)N1CCCc2ccccc21 (stereo not drawn)	i	i	i	-11	i	-1	i	i	i	i	i
OCC(O)CN1CCCC1 (stereo not drawn)	i	i	i	2	i	0	i	i	i	i	i
CCCN(CCC)C(=O)C1CCCN1S(=O)(=O)c1cccc2nsnc12 (stereo not drawn)	i	i	i	1	i	7	i	i	i	i	i
COc1ccc(-n2c(C)cc(C(=O)CN3C(=O)c4ccccc4C3=O)c2C)cc1	i	i	i	6	i	-3	i	i	i	i	i
CC1CCC(CN2CCN=C2Nc2ccccc2)CC1 (stereo not drawn)	i	i	i	4	i	-3	i	i	i	i	i
Cc1cc2c(cc1C)C(=O)NC(C)(C)C2	i	i	i	-7	i	3	i	i	i	i	i
Cc1ccc(C(=O)CS(C)(=O)=O)cc1	i	i	i	1	i	11	i	i	i	i	i
C=CCNC(=O)c1c(N)n(-c2cccc(S(N)(=O)=O)c2)c2nc3ccccc3nc12	i	i	i	x	i	-41	i	i	i	i	i
COc1cccc(COC(=O)c2ccc(S(=O)(=O)N3CCC(C)CC3)cc2)c1OC	i	i	i	24	i	5	i	i	i	i	i
Cc1ccccc1C(=O)Nc1ccc(Br)cn1	i	i	i	2	i	-11	i	i	i	i	i
Cc1c(C(=O)N(CCC#N)c2ccccc2)sc2nc3n(c(=O)c12)CCCC3	i	i	i	-3	i	11	i	i	i	i	i
Cc1ccc(S(=O)(=O)NCC(=O)N(CC(=O)NC(C)(C)C)Cc2cccs2)cc1	i	i	i	-1	i	4	i	i	i	i	i
O=C(Nc1ccc(F)cc1F)N1CCCN(CCOc2ccccc2)CC1	i	i	i	-1	i	-1	i	i	i	i	i
Cc1cccc(N=C(NO)c2nonc2N)c1	i	i	i	4	i	-1	i	i	i	i	i
O=C(Nc1nnc(-c2cccs2)o1)c1ccco1	i	i	i	-1	i	8	i	i	i	i	i
OCCC1CN(Cc2cccc3c2OCO3)CCN1C1CCCC1 (stereo not drawn)	i	i	i	-7	i	1	i	i	i	i	i
O=C(CNC(=O)c1ccc(Cl)cc1Cl)OCc1ccccc1	i	i	i	2	i	-6	i	i	i	i	i
CCN(Cc1ccccc1)C(=O)c1ccccc1C	i	i	i	-3	i	2	i	i	i	i	i
CCCCN(CC)C(=O)Cn1cnc2ccc(S(=O)(=O)N3CCC(C)CC3)cc2c1=O	i	i	i	-8	i	1	i	i	i	i	i
CCC(C(=O)OCC(=O)Nc1ccc(C(=O)Nc2ccc(OC)cc2)cc1)c1ccccc1 (stereo not drawn)	i	i	i	5	i	-1	i	i	i	i	i
CCOc1cc(/C=N/Nc2nc(C)cc(=O)[nH]2)ccc1O	i	i	i	0	i	-1	i	i	i	i	i
O=C(CNc1cc(S(=O)(=O)N2CCCC2)ccc1OCC(F)(F)F)Nc1cc(Cl)cc(Cl)c1	i	i	i	-7	i	2	i	i	i	i	x
CN(Cc1ccccc1)c1ccc(N2C(=O)CCC2=O)cc1[N+](=O)[O-]	i	i	i	-2	i	0	i	i	i	i	i
Cc1ccc(CCC(=O)Nc2ncc(Cc3cccc(Cl)c3Cl)s2)o1	i	i	i	-2	i	-1	i	i	i	i	i
CC(=O)c1cccc(NC(=O)CN(C)S(=O)(=O)c2ccc3c(c2)CC(C)N3C(C)=O)c1 (stereo not drawn)	i	i	i	-3	i	-11	i	i	i	i	i
CCOC(=O)N1CCC(c2nc(C)sc2C(=O)O)CC1	i	i	i	2	i	-2	i	i	i	i	i
C[C@H](NC(=O)c1ccco1)C(=O)Nc1cccc([N+](=O)[O-])c1	i	i	i	2	i	-2	i	i	i	i	i
COCCN(Cc1cc2cc(C)ccc2nc1Cl)C(=O)Nc1ccccc1C	i	i	i	0	i	6	i	i	i	i	i
O=C(COc1coc(CN2CCc3ccccc32)cc1=O)Nc1ccccc1	i	i	i	-8	i	-1	i	i	i	i	i
O=C(Nc1cccc(Cl)c1)c1cc(-c2ccco2)on1	i	i	i	-1	i	-1	i	i	8*	i	i
CCCc1cc(C(=O)Nc2ccc(C(C)=O)cc2)no1	i	i	i	3	i	x	i	i	i	i	i
Cc1sc(NC(=S)NC(=O)C(C)(C)C)c(C(N)=O)c1C	i	i	i	5	i	x	i	i	i	i	i
CCc1ccccc1S(=O)(=O)Cc1ccc(C(=O)NCc2ccc3c(c2)OCO3)o1	i	i	i	-9	i	1	i	i	i	i	i
Cc1nc2nc(CC(=O)O)[nH]n2c(=O)c1[N+](=O)[O-]	i	i	i	-6	i	x	i	i	i	i	i
Cc1ccc(NC(=O)c2c(Cl)nc3ccccn23)cc1	i	i	i	-5	i	-13	i	i	i	i	-6.1*
COc1ccc(OCC(=O)Nc2ccc(NC(=O)c3ccccc3Cl)c(OC)c2)cc1	i	i	i	3	i	-5	i	i	i	i	i
COc1ccc(NC2=CC(=O)CC(c3ccccc3)C2)c(OC)c1 (stereo not drawn)	i	i	i	12	i	7	i	i	i	i	i
O=C(COC(=O)/C=C/c1ccc(Cl)cc1Cl)NCCC1=CCCCC1	i	i	i	-6	i	x	i	i	i	i	i

2 of the compounds above, bar-delimited:
structure | RGS4 act | MrgX1 antagonist | TMEM16A inh | SKKanGAS inh | TRPC6 activator | HDAC3 inhib | RGS4 block | MrgX1 agonist | MrgX1 PAM | TRPC6 inhibitor | TMEM16A act
Cc1nc2nc(CC(=O)O)[nH]n2c(=O)c1[N+](=O)[O-] | i | i | i | -6 | i | x | i | i | i | i | i
Cc1ccc(NC(=O)c2c(Cl)nc3ccccn23)cc1 | i | i | i | -5 | i | -13 | i | i | i | i | -6.1*

(next part)
SMILES	RGS4 act	MrgX1 antagonist	TMEM16A inh	SKKanGAS inh	TRPC6 activator	HDAC3 inhib	RGS4 block	MrgX1 agonist	MrgX1 PAM	TRPC6 inhibitor	TMEM16A act
O=C(CSc1nncs1)Nc1ccc(Cl)cc1C(F)(F)F	i	i	i	5	i	-9	i	i	i	i	i
CN(C(=O)C1CCC(=O)N(CCCN2CCCC2=O)C1)C(C1CC1)C1CC1 (stereo not drawn)	i	i	i	0	i	1	i	i	i	i	i
CCNc1nc(NC(C)C)nc(SCCOc2ccc(C)cc2)n1	i	i	i	10	i	20	i	i	i	i	i
CCC(C)(C)C1CCC(NC(=O)N2CCN(c3ccccc3O)CC2)CC1 (stereo not drawn)	i	i	i	2	i	-3	i	i	i	i	i
CC(=O)c1cccc(NC(=O)CSc2nc(=O)n(Cc3ccccn3)c3c2CCC3)c1	i	i	i	-1	i	8	i	i	i	i	i
CC1CCCCC1N1CCN(C(=O)c2cccc(F)c2)CC1 (stereo not drawn)	i	i	i	-1	i	3	i	i	i	i	i
Cc1cc(C(=O)NNC(=O)c2cccc(Cl)c2)no1	i	i	i	3	i	3	i	i	i	i	i
NC(=O)C1=C[C@H](c2csc3ccccc23)C[C@H](OCc2ccc(CO)cc2)O1	i	i	i	0	i	3	i	i	i	i	i
CCc1ccccc1OCCCCN1CCCCC1	i	i	i	-1	i	0	i	i	i	i	i
O=C(Oc1ccc(-c2cn3c(n2)SCC3)cc1)c1ccccc1	i	i	i	2	i	1	i	i	i	i	i
C(=C\CSc1nnnn1-c1ccccc1)/CSc1nnnn1-c1ccccc1	i	i	i	0	i	-1	i	i	i	i	i
O=[N+]([O-])c1ccc2c(c1)C=C1CCCCC1(N1CCCCC1)O2 (stereo not drawn)	i	i	i	-11	i	5	i	i	i	i	i
Cn1c(SCC(=O)Nc2ccc(F)cc2)nnc1C1CC1	i	i	i	-2	i	8	i	i	i	i	i
Cc1cc(O)ccc1C1(c2ccc(O)cc2C)OC(=O)c2ccccc21	i	i	25*	8	i	-4	i	i	i	i	i
COc1ccc(NC(=O)CN(C)C(=O)c2cc(CN3C(=O)c4ccccc4C3=O)ccc2OC)cc1	i	i	i	-5	i	12	i	i	i	i	i
COc1ccccc1C1C(C(N)=O)=C(C)Nc2nc(CCCO)nn21 (stereo not drawn)	i	i	i	-3	i	-3	i	i	i	i	i
CC1Cc2cc(/C(O)=C3\C(=O)C(=O)N(CCN4CCOCC4)C3c3ccccc3F)ccc2O1 (stereo not drawn)	i	i	i	-12	i	2	i	i	i	i	i
Cc1cc(NC(=S)Nc2cccc3ccccc23)n[nH]1	i	i	i	-3	i	3	i	i	i	i	i
Cc1ccc(N(C(=O)Cn2nnc(-c3ccc(F)cc3)n2)C(CC(C)C)C(=O)NCC2CCCO2)cc1 (stereo not drawn)	i	i	i	-3	i	20	i	i	i	i	i
CCC(C)NC(=O)CN1C(=O)CC(C)(C)S(=O)(=O)c2ccccc21 (stereo not drawn)	i	i	i	2	i	0	i	i	i	i	i
CC(=O)c1c(N2CCCC2)[nH]c(-c2ccccc2)nc1=S	i	i	i	10	i	-1	i	i	i	i	i
CCOc1cc(NC(=S)NCCCN2CCOCC2)c(OCC)cc1NC(=O)c1ccccc1C	i	i	i	2	i	4	i	i	i	i	i
ClC1CCCCC1n1nnc2ccccc21 (stereo not drawn)	i	i	i	5	i	-2	i	i	i	i	i
CCOC(=O)/C(=C\Nc1ccccc1C(F)(F)F)Sc1ncc(C(F)(F)F)cc1Cl	i	i	i	u	i	-6	i	i	i	i	i
O=C(Cc1ccc(Br)cc1)Nc1nc2ccccc2[nH]1	i	i	i	57*	i	x	i	i	i	i	i
O=C(c1ccc(F)cc1)N1CCN(S(=O)(=O)c2ccc(Br)cc2)CC1	i	i	i	2	i	1	i	i	i	i	i
Cc1ccc(C2=Nc3ccccc3N=C(c3ccco3)C2)c(O)c1	i	i	i	-5	i	-2	i	i	i	i	i
Cc1cc(C)cc(NC2=CC(=O)CC(c3ccco3)C2)c1 (stereo not drawn)	i	i	i	0	i	-4	i	i	i	i	i
Cc1ccc(-n2nc3c(=O)n(CC(=O)NC4CCCCC4)nc(C)c3c2C)cc1	i	i	i	-1	i	-1	i	i	i	i	i

High-throughput results (PubChem)

Compounds as they come. Share with any hit: about 6.7%.
